ATG4B inhibitor: ATG4B (human) cysteine protease inhibition | Q9Y4P1 | ATG4B cleavage of LC3-PLA2, NBD-HPC fluorescence, 1 h | inhibition, % at 8.33 µM | 0.51% of 340,000 active; in the data active = inhibition above about 40%
mIAP inh: blocks mouse intestinal alkaline phosphatase; purified mouse IAP, CDP-Star luminescence, 30 min; inhibition, % at 10 µM; 0.2% of 330,000 active; AID 2806;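 active = inhibition of at least 40% at 10 µM in the primary screen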;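 also: plate controls were DMSO with enzyme for no effect and no enzyme wells for full effect; values of inactives mirror those of a sister screen read the other way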
hIAP inh: blocks human intestinal alkaline phosphatase; purified IAP, CDP-Star luminescence, 30 min; inhibition, % at 10 µM; 0.12% of 330,000 active;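 active = inhibition reaching a set limit with compound at 10 µM in the primary screen, cut at about 35% in these data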;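 also: plate controls were DMSO wells with enzyme for no effect and no-enzyme buffer wells for full effect; values of inactives mirror those of a sister screen read the other way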
PfGluPho inh: PfG6PD (Plasmodium falciparum) enzyme inhibition; inhibition, % at 20 µM; 0.78% of 350,000 active; PfGluPho enzyme, NADPH resazurin-diaphorase fluorescence;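 active = inhibition reaching at least a set limit at 20 µM in the primary screen, cut at about 59% in these data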;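 also: 0% = DMSO wells with substrate and 100% = DMSO wells lacking glucose-6-phosphate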
mIAP activ: mouse IAP activation; muIAP, CDP-Star luminescence, 30 min; hits give high values; 1 = vehicle-only enzyme signal, 0 = enzyme-free wells; AID 2805; 0.24% of 330,000 active; activation factor at 10 µM;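 active = activation factor of at least 2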; also: the source names both 10 and 20 µM as test concentration; values of inactives mirror those of a sister screen read the other way
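also added = chemiluminescent substrate CDP-Star | test system = mouse IAP enzyme | signal = chemiluminescence readout | compound = DMSO-dissolved test compounds | incubation = 30 min at room temperature | benchmarks = DMSO wells, no-enzyme wells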
APOBEC3A inh: human APOBEC3A DNA deaminase inhibition; 0.41% of 330,000 active; inhibition, % at 20 µM; AID 493011; recombinant A3A, FAM/TAMRA ssDNA deamination fluorescence;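 active = at least 40% inhibition at 20 µM here, with at most 30% in a related deaminase screen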;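 also: plate controls were A3A with DMSO for no effect and wells lacking A3A enzyme for full effect; some results filed as inactive read as strong as hits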
Target sequence (P31941 whole entry, looked up): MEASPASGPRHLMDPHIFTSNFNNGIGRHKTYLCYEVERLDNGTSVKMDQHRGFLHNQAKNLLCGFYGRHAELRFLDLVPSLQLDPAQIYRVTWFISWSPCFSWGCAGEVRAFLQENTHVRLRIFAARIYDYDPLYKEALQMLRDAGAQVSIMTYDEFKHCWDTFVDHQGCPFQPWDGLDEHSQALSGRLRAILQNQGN
HKDC1 inh: inhibitors of human hexokinase HKDC1 | recombinant HKDC1, G6PDH/diaphorase resazurin coupled fluorescence | inhibition, % at 20 µM | 0.16% of 340,000 active | AID 493160;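 active = inhibition above about 35% when tested at 20 µM, limit read from the data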;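 also: plate controls were DMSO wells with enzyme for no effect and DMSO wells lacking enzyme for full effect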
Target sequence (Q2TB90 whole entry, looked up): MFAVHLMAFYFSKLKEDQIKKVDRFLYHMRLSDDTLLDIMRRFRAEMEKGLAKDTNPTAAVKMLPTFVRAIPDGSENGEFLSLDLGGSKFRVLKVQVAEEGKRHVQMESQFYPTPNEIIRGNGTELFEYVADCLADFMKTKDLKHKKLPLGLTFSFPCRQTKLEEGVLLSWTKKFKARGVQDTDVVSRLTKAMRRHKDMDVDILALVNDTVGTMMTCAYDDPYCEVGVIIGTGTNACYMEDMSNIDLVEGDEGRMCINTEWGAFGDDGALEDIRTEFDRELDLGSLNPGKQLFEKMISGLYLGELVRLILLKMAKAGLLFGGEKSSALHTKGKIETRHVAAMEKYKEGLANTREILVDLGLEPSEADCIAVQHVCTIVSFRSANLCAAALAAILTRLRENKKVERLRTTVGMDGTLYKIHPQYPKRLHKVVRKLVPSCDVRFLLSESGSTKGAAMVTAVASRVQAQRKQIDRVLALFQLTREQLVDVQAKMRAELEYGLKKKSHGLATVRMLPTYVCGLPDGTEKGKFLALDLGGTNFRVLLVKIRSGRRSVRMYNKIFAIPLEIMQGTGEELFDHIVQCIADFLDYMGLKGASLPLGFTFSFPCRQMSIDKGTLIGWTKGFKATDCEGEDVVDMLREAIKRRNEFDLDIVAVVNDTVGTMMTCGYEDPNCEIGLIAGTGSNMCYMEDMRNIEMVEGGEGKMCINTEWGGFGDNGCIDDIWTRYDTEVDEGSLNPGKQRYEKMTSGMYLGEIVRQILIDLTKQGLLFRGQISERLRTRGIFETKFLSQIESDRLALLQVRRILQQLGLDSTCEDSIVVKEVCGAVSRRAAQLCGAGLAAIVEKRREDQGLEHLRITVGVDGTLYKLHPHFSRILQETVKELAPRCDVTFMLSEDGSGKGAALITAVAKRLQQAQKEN
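Assay system: recombinant HKDC1 hexokinase; detection: coupled resazurin fluorescence, excitation 525 nm, emission 613 nm; benchmarks: DMSO-plus-enzyme-mix negative control, buffer-substituted positive control; compound dosing: single 20 µM dose; schedule: 90 min at room temperature in dark; also added: glucose plus 1 mM ATP as hexokinase substrates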
hIAP activ: human IAP activation; AID 2524; purified human IAP, CDP-Star luminescence, 30 min; hits give high values; 1 = vehicle-only enzyme, 0 = enzyme-free background; 0.16% of 330,000 active; activation factor at 10 µM; P09923;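 active = activation factor of the enzyme at least 2-fold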; also: the source names both 10 and 20 µM as test concentration; values of inactives mirror those of a sister screen read the other way
* marks the source's active call; other numbers are inactive results; · = not tested or not shown.

ATG4B inhibitor	mIAP inh	hIAP inh	PfGluPho inh	mIAP activ	APOBEC3A inh	HKDC1 inh	hIAP activ	SMILES
4	-26	5	19	1.3	1	2	0.95	CC1(C(=O)OCC(=O)Nc2ccc3ccccc3c2)CC1(Cl)Cl (stereo not given)
19	12	-1	53	0.88	-4	19	1	CCOC(=O)c1c(NC(C)=O)sc2c1CCC(C=O)=C2Sc1ccccc1
-6	16	-10	19	0.84	0	1	1.1	CN1CCc2c(sc3c2C(=O)NC(c2ccc(-c4ccc(Cl)cc4)o2)N3)C1 (stereo not given)
7	-13	-10	21	1.1	0	-5	1.1	COc1ccc(-c2nc(CN3CCN(c4ncccn4)CC3)c(C)o2)cc1C
2	7	-14	11	0.93	-2	-2	1.1	CCOC(=O)CSc1ccc(S(=O)(=O)N(C)C2CCCCC2)cc1[N+](=O)[O-]
22	16	10	0	0.84	7	0	0.9	CC(=O)OCC1=C(C(=O)O)N2C(=O)C(NC(=O)c3ccc(COc4ccc(Cl)cc4)o3)C2SC1 (stereo not given)
-12	-2	-4	1	1	2	13	1	Cc1nn(-c2ccccc2)c(C)c1NC(=O)COc1ccc(Cl)cc1Cl
6	2	16	-19	0.98	0	-4	0.84	CCN(c1cccc(C)c1)S(=O)(=O)c1ccc(-n2cccn2)cc1
-3	6	0	-4	0.94	2	-2	1	CCn1c(CCNC(=O)c2cccs2)nnc1SCC(=O)NC1CCCCC1
-1	-1	-4	-10	1	-2	2	1	CCOc1ccc(OCC)c(S(=O)(=O)N2CCCCC2C)c1 (stereo not given)
5	2	-1	-10	0.98	-2	-4	1	O=C(O)CC1COc2ccccc2N1S(=O)(=O)c1ccc(Br)cc1 (stereo not given)
14	3	22	-4	0.97	-1	-5	0.78	Cc1ccc(S(=O)(=O)N(CC(=O)c2ccc(Cl)cc2)C(=O)N2CCN(C)CC2)cc1
2	-14	-12	-6	1.1	-3	-2	1.1	CC(NCC(=O)Nc1ccccc1C(=O)NC1CC1)c1ccc(S(C)(=O)=O)cc1 (stereo not given)
4	8	-5	-23	0.92	-5	4	1.1	CC1(C)CC(=O)C(C(O)c2ccccc2)C(C)(C)N1 (stereo not given)
-9	6	-11	78*	0.94	-1	17	1.1	CC(C)C1=CC(=NS(=O)(=O)c2cccc([N+](=O)[O-])c2)C=C(C(C)C)C1=O
12	10	16	-2	0.9	11	-9	0.84	CCOC(=O)C1=C(C)N(CC)C(=S)NC1c1ccc(Cl)cc1 (stereo not given)

Full records as entered above. Screens in order: ATG4B inhibitor, mIAP inh, hIAP inh, PfGluPho inh, mIAP activ, APOBEC3A inh, HKDC1 inh, hIAP activ
Entry for O=C(O)CC1COc2ccccc2N1S(=O)(=O)c1ccc(Br)cc1 (stereo not given) = 5, 2, -1, -10, 0.98, -2, -4, 1
Entry for CCn1c(CCNC(=O)c2cccs2)nnc1SCC(=O)NC1CCCCC1 = -3, 6, 0, -4, 0.94, 2, -2, 1

Remaining list, next part:
ATG4B inhibitor	mIAP inh	hIAP inh	PfGluPho inh	mIAP activ	APOBEC3A inh	HKDC1 inh	hIAP activ	SMILES
-1	-4	-7	4	1	-2	-5	1.1	Cn1c(SCC(=O)N2CCCC2=O)nc2ccccc2c1=O
-6	-5	-3	9	1	-8	-8	1	CCOc1ccc(NC(=S)NCCCN2CCN(c3ccc(OC)cc3)CC2)cc1
-4	0	1	-10	1	-5	-13	0.99	CN(C(=O)CSc1ccccc1C(=O)O)C1CCCCC1
7	-6	-12	-7	1.1	-2	-2	1.1	Cn1cnc(S(=O)(=O)N2CCN(c3cccc(Cl)c3)CC2)c1
-4	9	23	-2	0.91	-1	-1	0.77	Cc1cc(=O)n2nc(N3CCCC(C(=O)NC4CCCCC4C)C3)sc2n1 (stereo not given)
-3	4	3	3	0.95	1	-9	0.97	CC(=O)N1c2ccc(S(=O)(=O)N3CCCC3)cc2CC1C(=O)NCc1ccccc1F (stereo not given)
-2	2	-2	-2	0.98	-1	0	1	Cc1cc(-c2ccccc2)c2nncn2n1
-5	4	-7	4	0.96	6	3	1.1	CN1CCN(C(=O)c2cc3c(=O)n4ccccc4nc3s2)CC1

Limited to HKDC1 inh, for some of the entries so far:
molecule,HKDC1 inh
Cc1cc(=O)n2nc(N3CCCC(C(=O)NC4CCCCC4C)C3)sc2n1 (stereo not given),-1
CCOc1ccc(NC(=S)NCCCN2CCN(c3ccc(OC)cc3)CC2)cc1,-8
Cn1c(SCC(=O)N2CCCC2=O)nc2ccccc2c1=O,-5

(list continues)
ATG4B inhibitor	mIAP inh	hIAP inh	PfGluPho inh	mIAP activ	APOBEC3A inh	HKDC1 inh	hIAP activ	SMILES
-8	2	5	-2	0.98	-3	-3	0.95	N#Cc1ccsc1NC(=O)COC(=O)c1cc2ccccc2cc1O
-3	16	30	4	0.84	0	-5	0.7	CS(=O)(=O)NCCCCNc1ccc(C(F)(F)F)cc1[N+](=O)[O-]
-4	-8	1	-21	1.1	4	6	0.99	Cc1cc(NS(=O)(=O)c2ccc(NC(=S)NC(=O)c3ccc(F)cc3)cc2)no1
3	5	-6	11	0.95	-2	-9	1.1	CCS(=O)(=O)N1CCC(C(=O)NCCCN2CCCC2)CC1
·	0	11	·	1	13	·	0.89	Cc1ccc(C(=O)Nc2ccc(C(=O)N/N=C/c3ccncc3)cc2)cc1
4	2	8	3	0.98	-5	-5	0.92	COc1ccc(CC(=O)NC(C)c2ccc(S(N)(=O)=O)cc2)cc1S(=O)(=O)N1CCOCC1 (stereo not given)
-2	5	-10	-8	0.95	0	0	1.1	COc1ccc(NC(=O)COc2coc(CN3CCN(c4ccccc4)CC3)cc2=O)cc1
-13	4	-14	3	0.96	3	1	1.1	O=S(=O)(Nc1ccc(N2CCOCC2)cc1)c1ccc(F)cc1F
2	-13	3	6	1.1	-2	-6	0.97	O=C(NCC(c1ccco1)N1CCCCC1)c1ccc(OCc2ccccc2)cc1 (stereo not given)
4	1	-6	-1	0.99	-2	-6	1.1	CCOC(=O)c1sc2nc(C)cc(C)c2c1NC(=O)c1ccco1
6	-6	13	-3	1.1	3	-2	0.87	CCOCCCNC(=O)CN1C(=O)CSc2ccc(S(=O)(=O)N3CCOCC3)cc21
-3	3	4	-7	0.97	2	-13	0.96	Cc1ccc(CN2CCN(CCC(C)C)C(CCO)C2)s1 (stereo not given)
-3	9	-2	1	0.91	0	4	1	O=S(=O)(c1ccccc1)c1nc(-c2ccccc2Cl)oc1NCCCN1CCOCC1
2	2	-4	-1	0.98	7	-1	1	CCCCn1c(N)c(N(C)C(=O)c2ccccc2Oc2ccccc2)c(=O)[nH]c1=O
-3	-13	-5	-1	1.1	2	2	1.1	CCCCN(C)C(=O)C1CCN(Cc2cccnc2)CC1
4	-3	-8	3	1	1	-8	1.1	CCCCC(=O)NC1(C(F)(F)F)C(=O)Nc2c1c(=O)n(C)c(=O)n2C (stereo not given)
6	10	15	-6	0.9	0	-1	0.85	CC(C)(C)c1ccc(S(=O)(=O)N2CCN(C(=O)C3=COCCO3)CC2)cc1
-3	2	4	-2	0.98	3	-8	0.96	NC(=O)C1(N2CCCCC2)CCN(C(=O)CCCn2c(=O)[nH]c3ccsc3c2=O)CC1
-5	8	17	6	0.92	-2	2	0.83	COc1ccc(CNC(=O)CCN2C(=O)c3ccccc3C2=O)cc1OC
1	0	0	-11	1	1	-8	1	CNC(=S)Nc1ccc([N+](=O)[O-])cc1C
1	7	-12	16	0.93	-7	-2	1.1	CCCC1Oc2ccccc2C(=O)N(CC(=O)c2ccc3c(c2)OCCO3)C1=O (stereo not given)
8	11	-10	24	0.89	6	18	1.1	CCn1c(SCC(=O)c2[nH]c(C)c(C(C)=O)c2C)nnc1-c1ccncc1
2	-1	-1	0	1	0	9	1	CCC(C)NC(=O)c1cnn2c(C)c3c(nc12)CCCC3 (stereo not given)
0	5	34	2	0.95	-3	-3	0.66	COc1ccc(N=C2SCC(=O)N2CCc2ccc(OC)c(OC)c2)cc1
-12	4	6	-3	0.96	-2	1	0.94	CCOc1cc(/C=N/NC(=O)CN2CCOCC2)ccc1OCc1ccc(Cl)cc1
-6	-22	-15	5	1.2	-3	-3	1.1	COc1ccc(-c2c(N)nnc3c2[nH]c2ccccc23)cc1OC
-8	7	-1	0	0.93	-1	-12	1	CCCCNc1cc(F)nc(N)n1
5	9	-24	-10	0.91	-3	-11	1.2	COc1ccc(-c2[nH]ncc2CN2CCC(N3CCSCC3)CC2)c(F)c1
-2	28	-38	63*	0.72	1	-10	1.4	O=C(CSC(=O)c1ccccc1)Nc1ccccc1F
-28	-5	-3	-5	1	-3	-4	1	CCN(CC)S(=O)(=O)c1cccc(C(=O)OCC(=O)c2ccc3c(c2)NC(=O)CO3)c1
5	5	-4	13	0.95	0	-6	1	CC1(C)C([N+](=O)[O-])C(c2ccc(O)cc2)NC(c2ccc(O)cc2)C1[N+](=O)[O-] (stereo not given)
-12	-4	-14	22	1	-2	6	1.1	CCOC(=O)c1ccc(Nc2cc(C)nc(-c3ccccc3)n2)cc1
3	2	-22	-4	0.98	4	-10	1.2	COc1ccc(-c2nn(-c3ccccc3)cc2CN(C)CCn2ccnc2C)c(F)c1
-38	-2	14	2	1	-4	1	0.86	CC(=O)Nc1ccc(S(=O)(=O)N(C)CC(=O)Nc2ccc(F)c(F)c2F)cc1
3	2	0	12	0.98	-4	3	1	O=C(c1ccco1)N1CCN(C(=S)Nc2ccc(F)c(Cl)c2)CC1
-1	-10	-12	2	1.1	1	-7	1.1	Cc1cccn2cc(CCNC(=O)c3ccc(Br)o3)nc12
-4	-6	-16	-20	1.1	-5	0	1.2	OCC1(CCc2ccccc2)CCCN(CCCC(F)(F)F)C1 (stereo not given)
-4	9	-19	10	0.91	-5	-8	1.2	N=c1c2c3c(sc2ncn1CCCO)CCCC3
-3	-2	6	8	1	2	-6	0.94	Cc1nn(C(C)C(=O)NCc2ccco2)c(C)c1[N+](=O)[O-] (stereo not given)
0	-11	-8	-17	1.1	-1	-5	1.1	CC(=O)C[C@@H](O)CC(=O)[C@H]1OC(=O)CC/C=C\Cc2ccccc21
-1	-5	-6	-24	1.1	-4	-1	1.1	CCN(CC(=O)Nc1c(F)cccc1F)C(=O)Cc1ccsc1
2	1	13	5	0.99	-6	-4	0.87	CC(=O)N1CCN(C(=S)Nc2ccc(Oc3ccccc3)cc2)CC1
1	8	15	8	0.93	-2	-3	0.85	Nn1c(SCc2cccc(F)c2)nnc1-c1ccncc1
-5	-16	-14	-4	1.2	4	1	1.1	COc1ccc2c(c1)[C@H]1[C@H](CO2)[C@H](c2ccccc2)[C@]2(C)C(=O)Nc3cc(F)c(F)cc3C(=O)N12
-7	-2	11	-4	1	-1	-9	0.89	CCC(=O)c1ccc(OCC(O)CN2CCCCC2)cc1 (stereo not given)
-1	2	-6	24	0.98	3	5	1.1	CCc1nc(N2CCOCC2)c(C#N)c2c1COC(C)(C)C2
9	-10	4	1	1.1	-6	7	0.96	CCO/C(C)=C1\N=C(c2ccc(Cl)cc2)OC1=O
-4	-3	-8	-11	1	3	-5	1.1	CCOC(=O)C(/C=C(\C#N)C(=O)OCC)=C(/N)N1CCN(c2ccccc2)CC1
-1	-2	-1	-9	1	-1	1	1	CC(C)(C)CC(=O)Nc1ccc(-c2cn3cccnc3n2)cc1
7	-3	-2	12	1	-3	0	1	CCOc1ccc(/C=N/NC(=O)c2[nH]c3ccc(C)cc3c2C)cc1
-4	-6	-4	8	1.1	-2	-2	1	COc1cccc(CC(=O)Nc2ncc(C)s2)c1
-6	-1	14	13	1	-2	-3	0.86	O=C(NCCC1=CCCCC1)C1CCN(c2nnc(-n3cccc3)s2)CC1
-5	1	3	6	0.99	0	-7	0.97	COc1ccc(OCC(=O)N2c3ccccc3CCc3ccccc32)cc1
-6	-5	-1	4	1	-1	-5	1	Fc1ccc(-n2nnc(-c3cnc4ccccc4c3)n2)cc1

Source: PubChem
